Source: PubChem (National Center for Advancing Translational Sciences (NCATS))
RXFP1 antagonist: qHTS Assay for Antagonists of the Relaxin Receptor RXFP1 | Relaxin receptor 1 (Homo sapiens), Q9HBX9 | HEK293-RXFP1, relaxin-stimulated cAMP HTRF, 30 min; active compounds read low | activity change, negative = inhibition, % at 57.5 µM | 0.59% of 350,000 active | AID 1259400, 2018;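 active = activity change of -60% or lower, but not beyond a set lower limit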; also: % is scaled to controls: 0 for no effect and ±100 for the full control effect
D1 antag: Antagonist of Human D 1 Dopamine Receptor: qHTS | D(1A) dopamine receptor (Homo sapiens), P21728 | HEK293 TREx D1 cells, calcium flux, dopamine EC80; active compounds read low | activity change, negative = inhibition, % at 10 µM | 3.2% of 360,000 active | AID 504652, 2011; in the data active = activity change below about -30%; also: % is scaled to controls: 0 for no effect and ±100 for the full control effect
Target sequence (P21728 whole entry, looked up): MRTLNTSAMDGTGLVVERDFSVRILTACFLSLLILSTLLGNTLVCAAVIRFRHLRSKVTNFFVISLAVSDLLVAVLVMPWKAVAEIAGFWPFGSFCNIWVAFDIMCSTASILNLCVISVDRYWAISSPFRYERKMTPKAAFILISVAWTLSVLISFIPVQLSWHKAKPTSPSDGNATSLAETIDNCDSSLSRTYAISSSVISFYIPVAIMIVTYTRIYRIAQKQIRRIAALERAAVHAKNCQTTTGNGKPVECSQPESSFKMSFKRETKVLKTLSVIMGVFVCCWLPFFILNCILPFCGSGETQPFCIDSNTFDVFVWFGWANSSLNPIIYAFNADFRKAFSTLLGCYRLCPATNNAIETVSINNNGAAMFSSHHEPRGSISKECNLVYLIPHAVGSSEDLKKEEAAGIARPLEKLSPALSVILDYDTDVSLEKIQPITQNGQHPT
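After overnight tetracycline induction at 30 C, force-coupled D1 HEK293 cells took up a no-wash calcium dye at room temperature. Compounds were added and monitored 180 s, and the response to EC80 dopamine was then recorded.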
D1 agonist: Allosteric Agonists of the Human D1 Dopamine Receptor: qHTS | activation, % at 2 µM | D(1A) dopamine receptor (Homo sapiens), P21728 | HEK293 T-REx D1 cells, calcium flux, agonist mode | 1% of 360,000 active; in the data active = activation above about 30%; also: 0% is about no effect
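Tetracycline-induced HEK293 TREx D1 cells, force-coupled to calcium signalling, were dye-loaded with a no-wash calcium kit. Compound was pin-added after a 10 s baseline. Fluorescence was read kinetically at 1 cycle/s for 180 s, with calcium rises flagged as agonism.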
D2 antagonist: HTS Assay for Allosteric Antagonists of the Human D2 Dopamine Receptor: Primary Screen for Antagonists; HEK293 TREx D2 cells, calcium flux, dopamine EC80; inhibition, % at 10 µM; AID 485344, 2010; 2% of 340,000 active; in the data active = inhibition above about 30%; also: 0% is about no effect
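Tetracycline-induced HEK293 T-REx cells expressing D2 force-coupled to calcium signalling were dye-loaded, exposed to compound for 180 s, then challenged with an EC80 of dopamine; calcium flux was followed kinetically for a further 180 s.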
RXFP1 agonist: qHTS Assay for Agonists of the Relaxin Receptor RXFP1; 0.3% of 370,000 active; Potency, µM (doses to about 57.5 µM), for the others: at the top dose activation, hits mostly activators; HEK293T-RXFP1 cAMP TR-FRET, 30 min; response scale: percent of porcine relaxin response, buffer zero; active = well fitted activation curve with a large enough effect; also: potency is read from the fitted curve at half-maximal effect; % is scaled to controls: 0 for no effect and ±100 for the full control effect; nearly all actives have a fitted effect of over 60% in size; many of its hits are not listed in these tables
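HEK293 cells stably expressing RXFP1, treated 30 min at 37C with compounds plus PDE4 inhibitor Ro 20174; cAMP measured by HTRF TR-FRET. Normalized to buffer and 29 nM porcine relaxin; EC50 by Hill fit.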
D2 potentiator: HTS Assay for Positive Allosteric Modulators of the Human D2 Dopamine Receptor: Primary Screen for Potentiators; potentiation, % at 10 µM; HEK293 T-REx D2, calcium flux, EC20 dopamine potentiation; 0.34% of 340,000 active; D(2) dopamine receptor (Homo sapiens), P14416;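 active = potentiation over 3 SD above the plate norm, cut at about 30% in these data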; also: 0% is about no effect
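Cells plated with tetracycline inducer and held overnight at 30 C; calcium dye loaded 30–90 min at room temperature; baseline taken, compound added and read 180 s; EC20 dopamine then added and read 180 s.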
D1 PAM: Potentiators of Human D1 Dopamine Receptor: qHTS; AID 504651, 2011; HEK293 TREx D1 cells, calcium flux, dopamine EC20 potentiation; 0.036% of 360,000 active; potentiation, % at 10 µM; in the data active = potentiation above about 30%; also: 0% is about no effect
TRHR enhancer: qHTS for Small Molecule Agonists and Allosteric Enhancers of Human TRH Receptor: Primary Screen for Enhancers; Thyrotropin-releasing hormone receptor (Homo sapiens), P34981; TRHR cells, fluo-8 calcium fluorescence, EC20 TRH enhancement; enhancement, % at 2 µM; 0.66% of 360,000 active; AID 493056, 2011; in the data active = enhancement above about 30%; also: 0% is about no effect
Target sequence (P34981 whole entry, looked up): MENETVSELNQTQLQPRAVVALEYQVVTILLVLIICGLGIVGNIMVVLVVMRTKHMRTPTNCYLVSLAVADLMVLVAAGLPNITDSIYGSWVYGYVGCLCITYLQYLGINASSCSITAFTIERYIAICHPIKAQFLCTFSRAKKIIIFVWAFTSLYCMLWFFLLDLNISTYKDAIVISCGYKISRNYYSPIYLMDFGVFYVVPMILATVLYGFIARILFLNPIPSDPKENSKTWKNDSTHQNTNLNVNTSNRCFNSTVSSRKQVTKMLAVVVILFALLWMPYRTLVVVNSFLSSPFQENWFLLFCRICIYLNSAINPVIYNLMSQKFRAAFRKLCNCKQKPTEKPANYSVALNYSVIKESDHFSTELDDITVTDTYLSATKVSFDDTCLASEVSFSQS
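TRHR-expressing cells loaded with fluo-8 calcium dye were read kinetically (ex 480/em 530) during compound addition, then stimulated with an EC20 of TRH (10 nM final). Enhancement of the Gq-mediated intracellular calcium response was scored.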
D2 ag: HTS Assay for Allosteric Agonists of the Human D2 Dopamine Receptor: Primary Screen for Agonists | D(2) dopamine receptor (Homo sapiens), P14416 | 0.53% of 340,000 active | HEK293 T-REx D2 cells, calcium flux agonist mode | activation, % at 2 µM | AID 485358, 2010;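 active = activation over 3 SD above normal in the single-dose calcium agonist read, cut at about 30% in these data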; also: 0% is about no effect
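Calcium-flux readout, 1 cycle/sec over 180 s following compound pin transfer, in inducible HEK293 Trex D2 cells (force-coupled); dopamine controls included. Positive calcium responses during this window marked compounds as potential agonists.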
An asterisk follows results filed as active. A portion of the library, so the mix of outcomes need not match the whole.

How did CCN(C(=O)c1ccc(S(C)(=O)=O)cc1)C12CC3CC(CC(C3)C1)C2 do in these assays?
RXFP1 antagonist: -7; D1 antag: -8; D1 agonist: 4; D2 antagonist: -2; RXFP1 agonist: 0.2%; D2 potentiator: -9; D1 PAM: -6; TRHR enhancer: 4; D2 ag: -0.5

Results for c1ccc(CC2CCCNC2)cc1 (stereo not drawn) ?
RXFP1 antagonist: -10; D1 antag: 10; D1 agonist: 5; D2 antagonist: 10; RXFP1 agonist: 1.8%; D2 potentiator: 5; D1 PAM: -3; TRHR enhancer: -4; D2 ag: 1.7

Results for Cc1c(S(=O)(=O)Nc2cc(Cl)ccc2Cl)c(=O)n(C)c(=O)n1C ?
RXFP1 antagonist: -2; D1 antag: 2; D1 agonist: 0; D2 antagonist: 8; RXFP1 agonist: 1.4%; D2 potentiator: -15; D1 PAM: -4; TRHR enhancer: 27; D2 ag: 1.0

How did O=C(NC1CCCCC1)c1sc(=S)n2c1[nH]c(=O)c1ccccc12 do in these assays?
RXFP1 antagonist: -2; D1 antag: -19; D1 agonist: 29; D2 antagonist: 24; RXFP1 agonist: 0.4%; D2 potentiator: 8; D1 PAM: -6; TRHR enhancer: -4; D2 ag: 12

What do the screens show for `O=C(Cc1c(F)cccc1Cl)N/N=C/c1cccnc1`?
RXFP1 antagonist: 2; D1 antag: -1; D1 agonist: 7; D2 antagonist: 1; RXFP1 agonist: -0.3%; D2 potentiator: -5; D1 PAM: -2; TRHR enhancer: 3; D2 ag: 0.6

How did O=[N+]([O-])c1ccc(S(=O)(=O)N2CCC3(CC2)OCCN3S(=O)(=O)c2cccs2)cc1 do in these assays?
RXFP1 antagonist: -2; D1 antag: 5; D1 agonist: 1; D2 antagonist: 10; RXFP1 agonist: 0.7%; D2 potentiator: 0; D1 PAM: 5; TRHR enhancer: -14; D2 ag: 0.0

How did COC(=O)Nc1ccc(S(=O)(=O)N2CCCC(C(=O)N3CCCCCC3)C2)cc1 (stereo not drawn) do in these assays?
RXFP1 antagonist: -2; D1 antag: -11; D1 agonist: 0; D2 antagonist: -4; RXFP1 agonist: 1.5%; D2 potentiator: -1; D1 PAM: -3; TRHR enhancer: -3; D2 ag: -1.8

Results for Cc1ccc(NC(=O)c2ccc(S(=O)(=O)C(F)F)cc2)c(C)c1 ?
RXFP1 antagonist: 18; D1 antag: -19; D1 agonist: 5; D2 antagonist: -7; RXFP1 agonist: 0.2%; D2 potentiator: 2; D1 PAM: -7; TRHR enhancer: 6; D2 ag: -0.5

How did COC(=O)C(C)(C)ONC(=O)Nc1ccccc1Br do in these assays?
D1 antag: 0; D1 agonist: 0; D2 antagonist: -24; RXFP1 agonist: 0.5%; D2 potentiator: 0; D1 PAM: -2; TRHR enhancer: 4; D2 ag: -1.2

What do the screens show for `CC/C(=N\O)C(C)(C)/[N+]([O-])=C/c1ccc(Br)cc1`?
RXFP1 antagonist: 6; D1 antag: 4; D1 agonist: 4; D2 antagonist: -13; RXFP1 agonist: 1.1%; D2 potentiator: -12; D1 PAM: -8; TRHR enhancer: -2; D2 ag: 0.5

Next part, overlapping the part above by three compounds.
Results for Cc1ccc(NC(=O)c2ccc(S(=O)(=O)C(F)F)cc2)c(C)c1 ?
RXFP1 antagonist: 18; D1 antag: -19; D1 agonist: 5; D2 antagonist: -7; RXFP1 agonist: 0.2%; D2 potentiator: 2; D1 PAM: -7; TRHR enhancer: 6; D2 ag: -0.5

How did COC(=O)C(C)(C)ONC(=O)Nc1ccccc1Br do in these assays?
D1 antag: 0; D1 agonist: 0; D2 antagonist: -24; RXFP1 agonist: 0.5%; D2 potentiator: 0; D1 PAM: -2; TRHR enhancer: 4; D2 ag: -1.2

What do the screens show for `CC/C(=N\O)C(C)(C)/[N+]([O-])=C/c1ccc(Br)cc1`?
RXFP1 antagonist: 6; D1 antag: 4; D1 agonist: 4; D2 antagonist: -13; RXFP1 agonist: 1.1%; D2 potentiator: -12; D1 PAM: -8; TRHR enhancer: -2; D2 ag: 0.5

What do the screens show for `O=C(NCc1ccccc1Cl)c1cc2c(s1)-c1ccc(Cl)cc1SC2`?
RXFP1 antagonist: -14; D1 antag: -24; D1 agonist: 8; RXFP1 agonist: 3.7%; D2 potentiator: -3; D1 PAM: -4; TRHR enhancer: 24; D2 ag: -0.5

How did CCOC(=O)N1CCC2(CC1)C(C#N)=C(N)OC1=C2C(=O)CC(C)C1 (stereo not drawn) do in these assays?
RXFP1 antagonist: 0; D1 antag: -15; D1 agonist: 5; D2 antagonist: 12; RXFP1 agonist: 1.1%; D2 potentiator: -3; D1 PAM: -2; TRHR enhancer: -2; D2 ag: -0.2

How did O=C(CN(C(=O)C1CSC(=O)C1)c1cccc(F)c1)NC1CCCC1 (stereo not drawn) do in these assays?
RXFP1 antagonist: 9; D1 antag: 1; D1 agonist: 3; D2 antagonist: -6; RXFP1 agonist: -0.4%; D2 potentiator: 4; D1 PAM: -3; TRHR enhancer: -4; D2 ag: -0.3

How did CCN(CC)c1ccc(/C=N/NC(=O)CNC(=O)c2cccs2)cc1 do in these assays?
RXFP1 antagonist: -14; D1 antag: -19; D1 agonist: -4; D2 antagonist: -1; RXFP1 agonist: 2.3%; D2 potentiator: -5; D1 PAM: 5; TRHR enhancer: -3; D2 ag: -1.2

What do the screens show for `CC(=O)N1N=C(c2ccc(C)o2)CC1c1ccc(Br)cc1` (stereo not drawn)?
RXFP1 antagonist: 7; D1 antag: 3; D1 agonist: 2; D2 antagonist: 7; RXFP1 agonist: -1.3%; D2 potentiator: -4; D1 PAM: 1; TRHR enhancer: -7; D2 ag: 0.4

Results for COC(=O)C(C(=O)Nc1ccccc1C)C1CCCCCC1 (stereo not drawn) ?
RXFP1 antagonist: 5; D1 antag: 9; D1 agonist: 1; D2 antagonist: 6; RXFP1 agonist: 1.1%; D2 potentiator: -6; D1 PAM: -1; TRHR enhancer: -4; D2 ag: 0.2

Results for CNc1nc(C)c(C(=O)c2ccc(Cl)cc2)s1 ?
RXFP1 antagonist: 1; D1 antag: -8; D1 agonist: 1; D2 antagonist: 4; RXFP1 agonist: -0.2%; D2 potentiator: 2; D1 PAM: -8; TRHR enhancer: -3; D2 ag: 0.8

Results for CCOC(=O)c1sc(NC(=O)/C=C/c2ccc(OCC)cc2)c(C(=O)OCC)c1C ?
RXFP1 antagonist: 4; D1 antag: -7; D1 agonist: 4; RXFP1 agonist: 1.8%; D2 potentiator: -6; D1 PAM: -2; TRHR enhancer: 0

What do the screens show for `CCCc1c(C(=O)Nc2cc(C)on2)cnn1-c1ccccc1`?
RXFP1 antagonist: -9; D1 antag: -7; D1 agonist: 10; RXFP1 agonist: -1.3%; D1 PAM: -4; TRHR enhancer: 6

What do the screens show for `CN1CCCC(OC(=O)/C(C#N)=C/c2ccccc2)C1` (stereo not drawn)?
RXFP1 antagonist: 3; D1 antag: 4; D1 agonist: 0; D2 antagonist: 24; RXFP1 agonist: 0.7%; D2 potentiator: -3; D1 PAM: -3; TRHR enhancer: -3; D2 ag: 0.1

Results for O=C(NNC(=S)NC(=O)C12CC3CC(CC(C3)C1)C2)c1ccncc1 ?
RXFP1 antagonist: 53; D1 antag: 0; D1 agonist: 136*; D2 antagonist: 18; RXFP1 agonist: -0.4%; D2 potentiator: -20; D1 PAM: -5; TRHR enhancer: 6; D2 ag: 66*

How did O=C(CCN1C(=O)C2CC=CCC2C1=O)Nc1nccs1 (stereo not drawn) do in these assays?
RXFP1 antagonist: 11; D1 antag: -3; D1 agonist: 1; D2 antagonist: -18; RXFP1 agonist: 0.6%; D2 potentiator: 2; D1 PAM: 1; TRHR enhancer: 3; D2 ag: -1.4

How did CCOC(=O)C1C(c2ccc(O)c(OC)c2)NC(=S)NC1(O)C(F)(F)F (stereo not drawn) do in these assays?
RXFP1 antagonist: -9; D1 antag: 15; D1 agonist: 1; D2 antagonist: 6; RXFP1 agonist: 2.5%; D2 potentiator: -5; D1 PAM: -2; TRHR enhancer: 1; D2 ag: -0.3

How did Cc1ccc(OCC(=O)Nc2cc(NC(=O)COc3ccc(C)c(C)c3)cc(C(=O)O)c2)cc1C do in these assays?
RXFP1 antagonist: 1; D1 antag: 16; D1 agonist: -3; D2 antagonist: -5; RXFP1 agonist: 0.0%; D2 potentiator: 3; D1 PAM: -1; TRHR enhancer: -2; D2 ag: 0.4

What do the screens show for `CCOC(=O)C/C(C)=N/NC(=O)c1cccs1`?
RXFP1 antagonist: 6; D1 antag: -10; D1 agonist: 2; D2 antagonist: 12; RXFP1 agonist: 1.2%; D2 potentiator: -2; D1 PAM: -2; TRHR enhancer: 10; D2 ag: -0.2

How did Cc1cc(C)c(C)c(S(=O)(=O)N[C@@H](C)C(=O)OC(C)C(=O)NC(N)=O)c1C (stereo partly drawn) do in these assays?
RXFP1 antagonist: 1; D1 antag: 9; D1 agonist: 4; D2 antagonist: 8; RXFP1 agonist: -1.2%; D2 potentiator: 15; D1 PAM: 4; TRHR enhancer: 5; D2 ag: -0.6

Results for CNC(=O)c1c[nH]c2ccc(S(=O)(=O)Nc3cccc(SC)c3)cc2c1=O ?
RXFP1 antagonist: -9; D1 antag: -86*; D1 agonist: 3; D2 antagonist: -27; RXFP1 agonist: 4.5%; D2 potentiator: 0; D1 PAM: 2; TRHR enhancer: 3; D2 ag: -1.1

What do the screens show for `Cc1nnc(NC(=O)CN2C(=O)c3ccccc3S2(=O)=O)s1`?
RXFP1 antagonist: -9; D1 antag: 3; D1 agonist: 1; D2 antagonist: -7; RXFP1 agonist: -0.8%; D2 potentiator: 1; D1 PAM: 9; TRHR enhancer: 6; D2 ag: 0.3

What do the screens show for `O=S(=O)(NCc1ccncc1)c1ccc(S(=O)(=O)NCC2CCCO2)cc1` (stereo not drawn)?
RXFP1 antagonist: -3; D1 antag: 1; D1 agonist: 1; D2 antagonist: 5; RXFP1 agonist: 0.9%; D2 potentiator: 10; D1 PAM: 5; TRHR enhancer: -2; D2 ag: -0.1

How did Cc1cc(C)n(CC(=O)N/N=C/c2cccs2)n1 do in these assays?
RXFP1 antagonist: -6; D1 antag: 4; D1 agonist: 5; D2 antagonist: 1; RXFP1 agonist: 1.7%; D2 potentiator: 12; D1 PAM: -2; TRHR enhancer: -3; D2 ag: 0.2
